# K1F lysis inhibition – protection from phage-mediated lysis, alamar blue read-out – E. coli UTI89, K1F phage, bacterial capsule biogenesis inhibitors (AID 488966). E. coli UTI89 K1F phage lysis, alamar blue, 2 h; higher % means a stronger effect. one-dose inhibition, % at 100 µM; IC50 in µM for titrated hits. 340,000 compounds, 0.02% hits;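 active = phage lysis inhibition, versus mean bacterial control, above a set limit; inconclusive = no clear call, values can overlap the other calls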;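 also: capsule biogenesis inhibitors block K1F phage lysis so surviving cells raise fluorescence; higher fluorescence means more inhibition of phage lysis; actives were called in the ten point dose series up to 300 µM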
# Dengue-2 NS5 capping – Dengue-2 NS5 methyltransferase inhibitors, primary screen, biochemical, confirmation dose response (AID 588689); Dengue-2 NS5 methyltransferase capping enzyme assay, biochemical; higher % means a stronger effect; inhibition, % at 25 µM; hits with a dose series show IC50 in µM; 340,000 compounds, 0.3% hits; in the data active = a potency from the dose series; inconclusive = inhibition above about 29% without an active follow-up result
# AID2073 – inhibitors of Mint1-CaV2.2 protein interaction, biochemical, HTRF (AID 2073); 290,000 compounds, 0.19% hits; HTRF protein-protein interaction, Mint1-CaV2.2; higher % means a stronger effect; inhibition, % at 20 µM, or IC50 in µM where a hit was titrated; in the data active = inhibition mostly above about 51%, no sharp cut-off; inconclusive = no clear call, values can overlap the other calls; inactive = mostly below about 53%; also: some results filed as inactive read as strong as hits
# NTR1 agonist – NTR1-driven beta-arrestin-GFP spot formation – imaging, U2OS cells, high content, primary screen (AID 493036); agonist mode; activation, % at 20 µM; 330,000 compounds, 0.17% hits; P30989;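 active = activation at or above 40% of the spot to cytoplasm intensity ratio, with at least 20 cells analyzed; inconclusive = wells under 20 cells, flagged as cytotoxic or low count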;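 also: 0% = DMSO without peptide and 100% = 100 nM NTR1 peptide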
# Target sequence (P30989 whole entry, looked up): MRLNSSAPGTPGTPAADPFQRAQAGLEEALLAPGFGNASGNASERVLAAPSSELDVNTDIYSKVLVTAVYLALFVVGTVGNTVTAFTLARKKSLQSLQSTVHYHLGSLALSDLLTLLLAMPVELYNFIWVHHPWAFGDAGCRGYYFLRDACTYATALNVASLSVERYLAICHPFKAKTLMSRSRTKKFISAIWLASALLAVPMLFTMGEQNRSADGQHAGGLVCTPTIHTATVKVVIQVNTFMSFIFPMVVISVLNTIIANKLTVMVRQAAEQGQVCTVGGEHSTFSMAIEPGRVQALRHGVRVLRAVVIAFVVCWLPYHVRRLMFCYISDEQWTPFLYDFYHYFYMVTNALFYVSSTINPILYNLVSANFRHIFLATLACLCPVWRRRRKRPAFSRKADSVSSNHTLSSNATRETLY
# RSV CPE inhibition – inhibition of RSV-induced cytopathic effect – HEp-2 cells, primary 10 µM value included (AID 2391) | CPE inhibition, % at 10 µM, or IC50 in µM where a hit was titrated | HEp-2 cells, RSV-induced CPE inhibition; higher % means a stronger effect | 310,000 compounds, 0.13% hits; in the data active = a potency from the dose series; inconclusive = CPE inhibition mostly from about 23% at the one dose, without a potency; inactive = the rest, 99 in 100 with CPE inhibition below about 21%; also: strong numbers were not always called active
# Siah-1 displacement – Siah-1 peptide-binding antagonists, primary screen, biochemical, fluorescence polarization, rhodamine-plectin, uHTS (AID 1817); Siah-1 / rhodamine-plectin peptide fluorescence polarization; higher % means a stronger effect; displacement, % at 20 µM; hits with a dose series show IC50 in µM; 290,000 compounds, 0.02% hits;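 active = displacement of at least 50% at 20 µM, with a fluorescence ratio check between 0.3 and a set limit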;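 also: plate controls were Siah plus tracer with DMSO for no effect and tracer alone without Siah for full effect; strong numbers were not always called active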
# SV40 large T antigen – TAg ATPase/helicase activity blockers – biochemical (AID 1903); SV40 large T antigen ATPase/helicase inhibition assay; higher % means a stronger effect; one-dose inhibition, % at 20 µM; IC50 in µM for titrated hits; 310,000 compounds, 0.39% hits; in the data active = a potency from the dose series; inconclusive = inhibition mostly from about 32% at the one dose, without a potency; inactive = the rest, 99 in 100 with inhibition below about 32%; also: strong numbers were not always called active
# MgcRacGAP inhibition – MgcRacGAP GTPase-activating activity inhibitors, confirmation, biochemical, ADP Hunter fluorescence. AID 624330. 340,000 compounds, 0.6% hits. MgcRacGAP-stimulated Rac1 GTP hydrolysis, ADP Hunter fluorescence; higher % means a stronger effect; GST-tagged Rac1 F28L mutant substrate. one-dose inhibition, % at 30 µM; IC50 in µM for titrated hits;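 active = first-screen hits whose inhibition reached a set limit at any dose in the follow-up dose series; inconclusive = inhibition above the set first-screen limit but never retested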;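 also: fluorescence reports GDP produced by GAP-driven GTP hydrolysis; strong numbers were not always called active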
# West Nile antiviral – West Nile virus antiviral activity, cell-based, CPE readout (AID 1621). 290,000 compounds, 0.02% hits. one-dose CPE inhibition, % at 10 µM; IC50 in µM for titrated hits. West Nile virus-infected cells, CPE inhibition; higher % means a stronger effect; in the data active = a potency from the dose series; inconclusive = CPE inhibition mostly from about 3.7% at the one dose, without a potency; inactive = the rest, 99 in 100 with CPE inhibition below about 2.2%; also: strong numbers were not always called active
# NTR1 agonist cell count 20 µM – also measured in NTR1 agonist; calls as there; cell count; measured here: cell count, cytotoxicity flag
# Dengue-2 NS5 capping pilot replicate – recorded beside Dengue-2 NS5 capping, whose call it bears; inhibition, %; measured here: pilot screen replicate inhibition
# An asterisk follows results filed as active; i = inactive; ? = inconclusive; · = no result given; & = joins results of further samples; [ ] = another dose, or the depositor's remark. Compounds as they come, and some 1.6% of all compounds hit somewhere here.
SMILES,K1F lysis inhibition,Dengue-2 NS5 capping,AID2073,NTR1 agonist,NTR1 agonist cell count 20 µM,RSV CPE inhibition,Siah-1 displacement,SV40 large T antigen,MgcRacGAP inhibition,West Nile antiviral,others
CCOC(=O)C(C)Sc1ccc2nnc(CCNS(=O)(=O)c3ccccc3)n2n1 (stereo unspecified),-0.1%,-5.5%,20.0%,2.1,57,0.1%,6.4%,3.0%,-5.9%,-0.1%,
Cc1cc(C)c(NS(=O)(=O)c2ccc(NC(=O)CCC(=O)O)cc2)c(C)c1,-0.7%,-5.2%,-19.4%,0.6,49,2.1%,4.6%,2.0%,7.1%,0.2%,
CC(C)C(CO)NC(=O)CC(=O)NC(CO)C(C)C (stereo unspecified),2.1%,0.7%,13.7%,1.9,41,0.1%,3.6%,3.8%,5.3%,-0.8%,
CN(C)S(=O)(=O)c1ccc(Cl)c(NC(=O)c2ccncc2)c1,3.3%,-6.5%,-4.5%,2.8,49,1.4%,31.4%,9.5%,5.0%,0.2%,
O=[N+]([O-])c1cccc(-c2ccc(/C=N/Nc3nc(N4CCCCC4)nc(N4CCCCC4)n3)o2)c1,-0.1%,-4.4%,52.2%,6.7,92,1.4%,-4.6%,0.1%,8.8%,0.4%,
O=C1[C@H]2[C@@H](/C=C/c3ccccc3)N3C(=O)CN(CC4CC4)C(=O)[C@@]3(Cc3ccccc3)[C@H]2C(=O)N1c1ccccc1,0.9%,4.9%,9.5%,0.3,46,5.8%,4.7%,3.3%,12.0%,-1.6%,
Cc1cccc(C(=O)OC(C)C(=O)Nc2ccc(S(=O)(=O)N3CCCC3)cc2)c1O (stereo unspecified),0.0%[50 µM],-5.8%,·,5.9,55,10.6%,·,10.3%,6.5%,·,
COc1ccc(C(=O)n2c(SC)nc3cc4c(cc32)OCCO4)cc1,-0.2%,-0.8%,1.0%,1.2,77,-0.5%,-3.0%,10.5%,5.0%,-0.2%,
O=C(NNC(=O)c1ccc(F)cc1)c1ccncc1,1.0%,-15.5%,-13.4%,0.9,74,0.5%,6.2%,10.6%,1.4%,-0.2%,
O=C(CCc1nc2ccccc2c(=O)[nH]1)OCC(=O)N1CCc2ccccc21,0.0%,2.3%,-0.9%,-1.0,35,2.0%,-5.2%,1.3%,4.9%,-0.3%,
COc1ccc(CNC(=O)CN2C(=O)NC3(CCCCCC3)C2=O)cc1,-3.5%,-1.6%,·,0.1,56,·,·,·,3.4%,·,
C=CCNc1nc(-c2cccc(OC)c2O)nc2ccccc12,0.6%,-4.1%,4.4%,6.2,68,0.0%,7.8%,2.9%,2.4%,1.1%,Dengue-2 NS5 capping pilot replicate=-6.7
CN(C)CCNC(=O)C(=O)C1C(=O)Nc2ccccc21 (stereo unspecified),·,·,6.0%,2.6,13,2.6%,5.0%,5.2%,·,-0.2%,
COc1ccc(N2CCN(C(CNS(=O)(=O)c3cccs3)c3cccnc3)CC2)cc1 (stereo unspecified),-0.5%,2.0%,11.2%,-0.3,45,-0.9%,0.8%,24.8%,120µM*,-0.1%,
CC(=O)c1c(C)[nH]c(C(=O)OC(C)C(=O)Nc2cc(S(=O)(=O)N3CCCCC3)ccc2Cl)c1C (stereo unspecified),1.1%[50 µM],-2.6%,-6.0%,3.3,68,0.7%,11.3%,6.8%,5.0%,-0.5%,
CC(C)CCN=CC1=C(O)CC(c2ccccc2)CC1=O (stereo unspecified),-0.3%,3.7%,-5.3%,-0.7,53,1.9%,-4.6%,4.6%,2.8%,-0.6%,
CCc1c(C)nc2ncnn2c1Nc1ccc(C)cc1,0.5%,·,5.0%,2.5,56,4.8%,10.6%,9.6%,10.2%,-1.1%,
CNCCC=C1c2ccccc2CCc2ccccc21,i,6.0%,0.4%,0.9,34,1.2%,5.7%,5.1%&0.2%,0.0%,-0.7%,
O=C(CN(CCO)c1ccccc1)NC12CC3CC(CC(C3)C1)C2,-0.7%,0.8%,1.5%,6.5,86,1.5%,-0.5%,3.6%,-3.8%,-0.2%,
CCOc1ccc(C/C(N)=N/n2cnnc2)cc1,0.5%,-2.1%,0.8%,2.1,62,0.6%,0.9%,9.1%,3.9%,0.1%,
CCSc1ccccc1C(=O)NCc1cccnc1,0.0%,-1.6%,-0.2%,-0.5,37,5.9%,10.6%,17.0%,5.1%,-0.3%,
O=C1c2cccc3cccc(c23)C(=O)N1CCN1CCN(CC(O)COCc2ccc(Cl)cc2)CC1 (stereo unspecified),3.7%,-2.2%,1.4%,11.3,46,17.0%,1.1%,-2.6%,9.9%,-1.8%,
CCOC(=O)c1c(NC(=O)Cn2nnc(-c3ccc(Cl)cc3)n2)sc(CC)c1C,-0.1%,-2.0%,-2.1%,0.4,41,-2.3%,3.3%,16.0%,5.7%,-0.7%,
[N-]=[N+]=CC(=O)c1ccnc(C(=O)C=[N+]=[N-])c1,-0.5%,-4.7%,1.8%,0.4,53,1.5%,-1.6%,8.2%,-13.0%,-0.3%,
N/C(=N\OC(=O)COc1ccccc1)c1ccc(Cl)cc1,1.1%[50 µM],-2.6%,-4.5%,3.0,58,2.8%,0.2%,-24.7%,7.3%,-0.1%,

# Seven compounds from above, arranged by molar mass, highest first.
SMILES,K1F lysis inhibition,Dengue-2 NS5 capping,AID2073,NTR1 agonist,NTR1 agonist cell count 20 µM,RSV CPE inhibition,Siah-1 displacement,SV40 large T antigen,MgcRacGAP inhibition,West Nile antiviral,others
CC(=O)c1c(C)[nH]c(C(=O)OC(C)C(=O)Nc2cc(S(=O)(=O)N3CCCCC3)ccc2Cl)c1C (stereo unspecified),1.1%[50 µM],-2.6%,-6.0%,3.3,68,0.7%,11.3%,6.8%,5.0%,-0.5%,
O=C1c2cccc3cccc(c23)C(=O)N1CCN1CCN(CC(O)COCc2ccc(Cl)cc2)CC1 (stereo unspecified),3.7%,-2.2%,1.4%,11.3,46,17.0%,1.1%,-2.6%,9.9%,-1.8%,
O=C(CCc1nc2ccccc2c(=O)[nH]1)OCC(=O)N1CCc2ccccc21,0.0%,2.3%,-0.9%,-1.0,35,2.0%,-5.2%,1.3%,4.9%,-0.3%,
CCc1c(C)nc2ncnn2c1Nc1ccc(C)cc1,0.5%,·,5.0%,2.5,56,4.8%,10.6%,9.6%,10.2%,-1.1%,
O=C(NNC(=O)c1ccc(F)cc1)c1ccncc1,1.0%,-15.5%,-13.4%,0.9,74,0.5%,6.2%,10.6%,1.4%,-0.2%,
CCOc1ccc(C/C(N)=N/n2cnnc2)cc1,0.5%,-2.1%,0.8%,2.1,62,0.6%,0.9%,9.1%,3.9%,0.1%,
[N-]=[N+]=CC(=O)c1ccnc(C(=O)C=[N+]=[N-])c1,-0.5%,-4.7%,1.8%,0.4,53,1.5%,-1.6%,8.2%,-13.0%,-0.3%,

# Continuation:
SMILES,K1F lysis inhibition,Dengue-2 NS5 capping,AID2073,NTR1 agonist,NTR1 agonist cell count 20 µM,RSV CPE inhibition,Siah-1 displacement,SV40 large T antigen,MgcRacGAP inhibition,West Nile antiviral,others
CCOC(=O)CSc1nnc2cc(C)c3ccccc3n12,1.0%,3.4%,8.6%,0.0,53,1.0%,8.8%,23.9%,6.8%,0.3%,
CCn1cc(C(=O)NCCCN2CCC(C)CC2)c2cc(OC)c(OC)cc2c1=O,-1.0%,2.1%,18.3%,2.4,42,1.6%,5.7%,9.3%,6.5%,0.0%,
O=C(CN(CC1CCCO1)C(=O)Cn1nnc(-c2ccc(F)cc2)n1)NC1CCCCC1 (stereo unspecified),0.3%,-0.8%,5.1%,2.2,58,3.5%,-0.1%,6.6%,3.0%,0.1%,
CS(=O)(=O)N(CC(=O)N/N=C/c1cccc2c1OCCO2)c1ccccc1Br,-0.4%,2.2%,0.2%,0.5,34,2.5%,-0.8%,4.2%,17.2%,0.3%,
COc1ccc(Br)cc1S(=O)(=O)N1CCN=C1C,-0.3%,-0.7%,0.5%,0.4,45,0.6%,3.7%,9.6%,4.7%,0.8%,
CCCNC(=O)c1ccc(S(N)(=O)=O)cc1,0.1%,-5.2%,-3.8%,-0.4,107,1.8%,1.6%,-4.5%,8.6%,0.0%,
CC(C)(C)Nc1nc(-c2ccc3c(c2)CCN3C(=O)C2CC2)cs1,0.1%,-5.0%,-20.0%,3.9,53,45.4%,1.0%,1.1%,14.2%,-1.1%,
CSCCC(NC(=O)c1ccco1)C(=O)NNC(=O)c1n[nH]c(=O)c2ccccc12 (stereo unspecified),0.5%[50 µM],-5.9%,·,-1.1,58,·,·,·,4.5%,·,
Nc1nc(-c2cccnc2)nc(N2CCCCC2)n1,1.0%,3.4%,6.2%,-1.0,65,1.2%,0.5%,27.4%,6.1%,0.1%,
COc1ccc(-c2c(C)c3cc(O)ccc3oc2=O)cc1,0.1%,-4.4%,28.9%,1.5,64,?,8.4%,14.9%,14.9%,0.1%,
O=C(CNc1cccc(Cl)c1)c1ccc(Cl)cc1,2.7%,4.8%,-7.6%,3.3,71,0.5%,0.8%,5.6%,6.7%,0.3%,
Cc1cc(C(=O)N/N=C/c2ccc(-c3ccc(C)c(Cl)c3)o2)n[nH]1,·,·,19.2%,0.0,44,5.5%,-0.2%,10.1%,·,-0.5%,
O=C(NCc1ccco1)C1(S(=O)(=O)c2ccc(Cl)cc2)CC1,3.8%,-7.2%,9.7%,1.3,80,0.2%,-9.0%,8.3%,2.0%,0.1%,
C#CCOc1ccc2c(C)cc(=O)oc2c1,-5.0%,-6.7%,11.3%,2.5,62,-0.9%,-0.3%,14.2%,2.4%,-0.4%,
COc1cc(NS(=O)(=O)c2ccc(NC(=S)NC(=O)c3sc4ccccc4c3Cl)cc2)ncn1,-0.1%,-2.6%,23.5%,·,·,6.7%,-1.2%,21.0%,2.9%,-0.4%,
COc1ccccc1N1CN(CCc2ccccc2)CNC1=S,0.1%,-1.5%,-26.5%,-0.7,55,1.6%,-2.7%,14.9%,10.7%,0.1%,
COc1cc(C(=O)Nc2oc(-c3ccccc3)c(-c3ccccc3)c2C#N)cc(OC)c1OC,-0.1%,1.0%,28.4%,6.8,69,0.2%,2.3%,0.9%,14.0%,?,
NS(=O)(=O)c1ccc(NC(=O)COC(=O)CCc2ccccc2)cc1,0.2%,-5.2%,9.8%,1.7,61,-0.5%,3.2%,-3.1%,12.5%,0.6%,
Cc1c[nH]c2cccc(OCC(O)CNC(C)(C)C)c12 (stereo unspecified),2.4%,-3.2%,-11.0%,2.3,62,0.6%,-5.0%,19.9%,20.1%,-0.2%,
CCOC(=O)CCSc1nc(C)c2ccccc2n1,0.5%,4.0%,-1.5%,-3.7,72,3.3%,-2.0%,-2.3%,5.4%,0.3%,
